Screening data from PubChem.
CDK5 inh: CDK5/p35 (human) kinase inhibition | Q00535+Q15078 | Recombinant CDK5/p35, ADP-Glo luminescence, 60 min | inhibition, % at 10 µM | 330,000 compounds, 0.01% hits;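 active = highest replicate inhibition of at least 50% and at least 75% of replicates reaching 50%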;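 also: plate controls were DMSO neutral control for no effect and GW8510 at 10 µM for full effect; many of its hits are not listed in these tables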
Target sequence (Q00535 whole entry, looked up): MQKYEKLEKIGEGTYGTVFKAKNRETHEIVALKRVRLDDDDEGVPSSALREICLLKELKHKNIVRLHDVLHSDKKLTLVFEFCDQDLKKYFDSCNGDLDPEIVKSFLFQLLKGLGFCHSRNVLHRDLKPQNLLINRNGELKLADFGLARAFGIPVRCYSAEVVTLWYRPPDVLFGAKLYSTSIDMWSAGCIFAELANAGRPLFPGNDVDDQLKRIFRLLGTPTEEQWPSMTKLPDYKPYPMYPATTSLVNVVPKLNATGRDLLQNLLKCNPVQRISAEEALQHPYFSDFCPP
Target sequence (Q15078 whole entry, looked up): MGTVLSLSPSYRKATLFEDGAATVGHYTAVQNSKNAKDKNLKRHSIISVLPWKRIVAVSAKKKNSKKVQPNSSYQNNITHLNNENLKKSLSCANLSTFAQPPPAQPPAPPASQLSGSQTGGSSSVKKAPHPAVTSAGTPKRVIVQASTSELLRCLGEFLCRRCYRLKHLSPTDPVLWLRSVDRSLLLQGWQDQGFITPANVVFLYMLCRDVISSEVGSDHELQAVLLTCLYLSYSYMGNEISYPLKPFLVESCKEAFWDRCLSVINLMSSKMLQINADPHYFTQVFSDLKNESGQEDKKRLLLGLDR
Mot1-301 SUMO: blocks SUMOylation pathway, rescuing yeast Mot1-301 growth; S. cerevisiae Mot1-301 growth rescue, ATP luminescence, 38.5C; percent above DMSO median, 100 means doubled; growth rescue, % at 18.8 µM; 320,000 compounds, 1% hits; AID 2716;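 active = every valid replicate shows activation above 250% relative to neutral control wells; inactive = the rest, any valid replicate at or below 250%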;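 also: OY570 slx delta 5 strain wells were the positive control but not used for scaling; some compounds called inactive have numbers as strong as hits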
Tat transport: blocks Tat-dependent protein export in E. coli; 340,000 compounds, 0.036% hits; E. coli MC4100 TorA-mCherry Tat export, fluorescence; inhibition, % at 10 µM; AID 488895;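 active = mean replicate inhibition at least 50% and at least half of replicates individually reaching 50%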;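 also: exported cargo escapes ClpAP degradation while cytoplasmic cargo is degraded and loses fluorescence; 0% = median of neutral control wells and 100% = median of NaSCN control wells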
HTR5A ag ctr: counter-screen for OPRM1-OPRD1 agonists: human HTR5A agonism. activation, % at 9.3 µM. HTR5A agonist assay, luminescence, cell-based. 340,000 compounds, 0.61% hits. P47898; in the data active = activation mostly above about 9.5%, no sharp cut-off; inactive = mostly below about 7.6%;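 also: 0% = cells with vehicle only and 100% = reference agonist; strong numbers were not always called active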
Target sequence (P47898 whole entry, looked up): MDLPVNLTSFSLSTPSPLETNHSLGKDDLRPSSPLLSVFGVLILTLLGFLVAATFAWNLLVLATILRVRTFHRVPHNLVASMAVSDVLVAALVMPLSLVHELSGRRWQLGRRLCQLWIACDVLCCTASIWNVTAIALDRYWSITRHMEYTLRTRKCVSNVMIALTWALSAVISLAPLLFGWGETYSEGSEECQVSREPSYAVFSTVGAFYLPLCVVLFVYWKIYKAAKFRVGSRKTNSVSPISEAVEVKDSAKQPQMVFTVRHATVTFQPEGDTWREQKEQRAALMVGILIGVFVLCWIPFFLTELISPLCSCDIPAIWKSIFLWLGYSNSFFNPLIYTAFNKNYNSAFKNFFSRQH
HTR5A inv ctr: HTR5A inverse agonism, opioid heterodimer counter-screen; HTR5A cell line, luminescence; inhibition, % at 9.3 µM; 340,000 compounds, 0.083% hits; AID 504634; in the data active = inhibition mostly above about 23%, no sharp cut-off; inactive = mostly below about 18%;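 also: 0% = cells with DMSO and 100% = no-cell wells with DMSO; some compounds called inactive have numbers as strong as hits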
E coli growth: reduces bacterial viability in AddAB counter-screen | AID 449728 | 330,000 compounds, 0.27% hits | inhibition, % at 11.9 µM | E. coli V3065 growth, OD600 absorbance, 18 h;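 active = inhibition above the campaign's mean inhibition across all tested compounds plus 3 SD, cut at about 9.9% in these data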;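 also: uninfected addAB+ strain grown without phage in ampicillin broth; 0% = DMSO wells and 100% = ciprofloxacin 0.95 µg/ml wells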
phage Ecoli inh: E. coli growth loss with phage present; growth absorbance; inhibition, % at 11.9 µM; 360,000 compounds, 0.26% hits; in the data active = inhibition above about 11%
AddAB inh: less growth of phage-infected E. coli with AddAB | AID 435030 | inhibition, % at 11.9 µM | E. coli expressing H. pylori AddAB, absorbance growth | 330,000 compounds, 0.29% hits; in the data active = inhibition above about 12%;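 also: 0% = vehicle wells of infected cells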
PKA-R2B activ: activators of human PKA-R2B complex. P22694+P31323. PKA-R2B holoenzyme dissociation, Cy5-IP20 fluorescence polarization; R2B truncated from residue 108, S112A mutant; 0% DMSO only, 100% 113 µM cGMP. activation, % at 11.4 µM. 340,000 compounds, 0.079% hits. AID 504700;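 active = activation above a cutoff set at the mean over all compounds plus 3 SD, cut at about 18% in these data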;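 also: higher means more holoenzyme dissociation and a rise in polarization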
PKA-R1A act: activators of PKA-R1A complex | PKA-R1A dissociation, Cy5-IP20 fluorescence polarization; scaled: DMSO 0%, 113 µM cGMP 100% | 340,000 compounds, 0.083% hits | AID 504707 | P00514+P68181 | activation, % at 11.4 µM;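 active = percent activation above the mean of all tested compounds plus 3 SD, cut at about 19% in these data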;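 also: higher means more PKAc released from R1A so a rise in polarization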
DAGLB inhibitor: diacylglycerol lipase beta (human) inhibition | HEK293T DAGLB membrane lysate, EnzChek fluorogenic substrate | 340,000 compounds, 0.059% hits | Q8NCG7 | AID 504411 | inhibition, % at 5.17 µM; in the data active = inhibition above about 34%;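 also: 0% = enzyme with vehicle and 100% = wells lacking enzyme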
The depositor's hits bear a star; · = no result given. Compounds as they come, and some 2.3% of all compounds hit somewhere here.

SMILES | CDK5 inh | Mot1-301 SUMO | Tat transport | HTR5A ag ctr | HTR5A inv ctr | E coli growth | phage Ecoli inh | AddAB inh | PKA-R2B activ | PKA-R1A act | DAGLB inhibitor
O=C(NCc1ccccc1F)C1CCCN1C(=O)Nc1ccc(Cl)cc1 (stereo not drawn) | 1.7 | -2.3 | 6.7 | 0.7 | -2.9 | -1.4 | 1.2 | -2.3 | -1.7 | 6.2 | -2.9
COc1ccc(C2Nc3cccc4cccc(c34)N2)cc1Br | -0.5 | -13.7 | -5.9 | 1.9 | -6.8 | -3.7 | -0.1 | -1.0 | -12.2 | -5.4 | -1.0
O=C(O)c1cccc(NC2=C(N3CCOCC3)C(=O)c3ccccc3C2=O)c1 | 1.3 | 1.6 | -2.6 | 2.9 | 1.0 | -1.1 | 0.1 | -1.5 | -1.1 | -8.7 | -4.8
O=Cc1cn(-c2ccccc2)nc1-c1ccc(F)cc1 | 0.6 | -10.6 | -10.7 | 1.5 | -5.8 | 0.1 | 0.5 | 2.0 | -2.5 | 1.7 | -2.9
Cc1ccc(CN2CCCN(Cc3cc(C)ccc3C)S2(=O)=O)cc1 | 0.9 | 112.9 | -1.5 | 0.9 | -3.3 | -0.7 | 4.7 | 0.0 | -7.9 | -5.8 | -24.1
CCOC(=O)C1CCN(c2c(C(=O)c3ccccc3)cnc3ccc(Cl)cc23)CC1 | -0.5 | -17.5 | 1.1 | -0.5 | 1.4 | 1.2 | 1.5 | 2.2 | 4.9 | -5.2 | -4.5
NC(=O)CSc1nc2cc(Cl)ccc2c(=O)n1C1CCCCC1 | 0.3 | 12.8 | 6.4 | -0.2 | -17.9 | 0.4 | -1.4 | 4.4 | -0.8 | 0.5 | -1.8
COc1ccc(/C=N/Nc2nnc(C)n2N)cc1OC | -0.9 | -14.4 | -8.7 | 3.1 | -8.0 | -2.5 | 3.1 | 5.3 | 0.7 | 9.0 | -3.3
Cc1cc(NC(=O)C2CCCN(S(=O)(=O)c3cnc[nH]3)C2)ccc1Br (stereo not drawn) | -3.2 | 5.6 | 0.8 | 0.7 | -2.2 | 0.4 | 1.1 | 5.0 | 1.5 | -4.4 | -3.1
CCOC(=O)COc1ccccc1/C=C\[N+](=O)[O-] | 1.1 | 242.4 | -26.4 | -6.2 | 16.6 | 1.3 | · | 5.0 | -1.2 | -9.1 | 2.4
COc1ccc(-c2[nH]ncc2CN2CCCN(c3ccccc3)CC2)c(F)c1 | -5.4 | 11.4 | 18.3 | 3.5 | -9.9 | -0.3 | 0.5 | -0.7 | -1.2 | -2.5 | 3.0
Cn1c(SCc2c(F)cccc2Cl)nnc1-c1cccs1 | -1.9 | -0.3 | -8.8 | -2.9 | -30.8 | -1.9 | 3.7 | 0.2 | -0.5 | -10.6 | 0.1
O=C(Cc1cn2ccsc2n1)Nc1ccccn1 | 0.9 | -19.4 | -2.4 | -5.7 | 13.4 | 1.0 | 3.4 | 2.2 | -3.6 | -9.9 | -1.3
CCCNC(=O)Cn1c2ccccc2c2nc(=O)cc(C)n21 | -2.6 | -8.5 | -10.2 | 0.4 | -0.7 | -1.6 | 0.5 | 0.6 | -1.6 | 8.5 | -5.2
CCN(CC)CCOc1nnc(-c2ccc(C)cc2)c2ccccc12 | -2.1 | -1.6 | -2.2 | -0.2 | 14.6 | 1.6 | 0.9 | 2.7 | -14.2 | -16.1 | -2.4
Cc1cc(C)nc(NS(=O)(=O)c2ccc(Br)cc2)n1 | 0.8 | 101.1 | -2.1 | 4.4 | 3.3 | 1.2 | 2.3 | 1.5 | -8.8 | -3.1 | 1.6
Cc1ccc2[nH]cc(CCNC(=O)c3ccc4c(c3)OCO4)c2c1 | -0.9 | 23.1 | 1.7 | -1.2 | 4.3 | -0.3 | 0.4 | 4.1 | -3.1 | -6.7 | -0.5
CCN(CC)C(=O)C(C)OC(=O)c1ccc(O)cc1 (stereo not drawn) | -0.3 | 8.0 | -13.8 | 1.7 | -4.6 | -1.3 | 1.9 | 1.6 | -25.3 | -16.4 | -0.8
Nc1cc(C(=O)O)ccc1N1CCCCC1 | 0.3 | 5.2 | 4.3 | -4.8 | -29.1 | 1.2 | 1.2 | 0.2 | -3.2 | 4.8 | -1.3
CCOCCCNC(=S)NC1CC2CCC(C1)N2Cc1ccccc1 (stereo not drawn) | -0.6 | 2.3 | -3.2 | · | · | -0.6 | 4.2 | -1.5 | · | · | ·
CC(SC(C)C(=O)NN=Cc1ccc(F)cc1)C(=O)NN=Cc1ccc(F)cc1 (stereo not drawn) | 3.2 | · | -4.3 | 4.4 | -17.9 | · | -0.3 | · | 4.3 | -11.5 | -2.4
C=CCN=C(C)C1=C(O)C(C)OC1=O (stereo not drawn) | -1.8 | 33.5 | -10.2 | -2.1 | -45.9 | 2.4 | 1.2 | 6.6 | -9.2 | -1.6 | 1.1
O=C(N/N=C/c1ccc(Br)s1)c1cccs1 | -0.1 | 15.9 | 1.5 | · | · | -3.8 | -1.5 | -2.4 | · | · | ·
N=C1/C(=C\c2ccc(SCc3ccccc3)o2)C(=O)N=C2SC=NN12 | -0.6 | 121.3 | -3.8 | 2.0 | -3.1 | -1.3 | 2.6 | 3.5 | -2.1 | -11.2 | 8.5
CC(=O)c1ccc(N2CCN(S(=O)(=O)c3cn(C)c(C)n3)CC2)cc1 | 1.3 | 0.6 | 4.2 | -0.3 | 0.7 | -0.6 | 1.3 | -1.5 | -2.7 | -4.3 | 0.9
CCOC(=O)c1c(C)[nH]c(C(=O)COC(=O)CSCC(=O)N(CC)CC)c1C | -1.8 | 18.3 | 6.3 | 1.9 | -5.0 | -0.2 | 0.6 | 0.9 | -4.7 | -9.2 | 0.6
OCCNCCCOc1cc(Cl)ccc1Cl | -0.1 | · | 1.0 | 1.8 | -5.1 | 0.4 | 4.5 | 1.9 | 3.5 | 0.1 | 0.5
O=[N+]([O-])c1cccc(NC(=S)NCc2ccncc2)c1 | -1.4 | 84.6 | -0.6 | -4.1 | 11.3 | -0.1 | 0.2 | 2.7 | -2.4 | -16.4 | 1.1
Cn1c(CCNC(=O)c2ccco2)nc2cc(NS(=O)(=O)c3ccccc3)ccc21 | 0.2 | 25.2 | -2.0 | -1.4 | 5.8 | -3.4 | 4.2 | 0.8 | 0.9 | -6.8 | 0.3
CCOc1ccccc1N1CC(C(=O)Nc2c(C)n(C)n(-c3ccccc3)c2=O)CC1=O (stereo not drawn) | -1.1 | 12.1 | -6.3 | 1.1 | -2.8 | -1.1 | 3.5 | 3.8 | -1.3 | -9.6 | 1.7
CCOC(=O)c1cc(C)n(-n2cnnc2)c1C | -0.6 | 3.6 | -10.4 | 8.4 | 1.1 | 0.7 | 2.3 | 4.6 | 1.0 | -7.1 | -0.6
Cc1cc(C)cc(NC(=O)CSc2nc3nc(C)cc(C)n3n2)c1 | -1.5 | -22.6 | -2.0 | -6.2 | 8.5 | 2.1 | 1.3 | 0.9 | 10.6 | -3.3 | 0.3
C=CCN1CC(c2nc3ccccc3n2CCOc2ccccc2)CC1=O (stereo not drawn) | -0.9 | 0.1 | -4.5 | 1.7 | -4.4 | -2.8 | 1.2 | -0.2 | -1.4 | -2.8 | 0.7
COc1ccc(C(=O)NNC(=O)CCCCC(=O)NNC(=O)c2ccc(OC)cc2)cc1 | 1.7 | -3.5 | -0.1 | -1.4 | -6.6 | 0.0 | -0.2 | 2.6 | -2.3 | -4.5 | 1.2
CC12CCC(=O)N1C(C(=O)Nc1cccc(S(=O)(=O)N3CCCCC3)c1)CS2 (stereo not drawn) | 0.4 | 280.7 | 1.2 | -0.7 | 19.0 | 1.7 | -1.1 | -0.5 | -9.3 | -11.6 | 0.7
O=C(Cn1c(=O)n(-c2ccccc2)c(=O)c2sccc21)NCc1ccccc1 | 0.4 | -13.3 | -6.9 | 1.0 | -13.7 | 1.6 | 1.8 | 1.1 | 9.2 | 0.3 | 0.1
COn1c(-n2nc(C)cc2C)nc2ccccc2c1=O | -0.7 | -8.6 | 6.4 | 4.7 | -13.8 | -4.8 | 0.9 | -1.5 | -7.5 | 6.5 | -1.6
CC(C)Sc1nnc(-c2c[nH]c3ccccc23)n1C | -0.3 | 28.0 | -4.2 | 0.0 | 0.0 | -0.6 | 2.8 | 0.9 | 4.2 | -19.7 | 0.8
COC(=O)c1c(O)c2ccccc2[nH]c1=O | 1.7 | -23.3 | -11.0 | 2.5 | 5.2 | -0.4 | 3.0 | -1.0 | 4.4 | -7.5 | 0.5
N#CCC(=O)N/N=C/c1ccc(OCc2ccccc2)cc1 | -0.4 | 6.2 | -2.2 | -0.5 | 1.2 | -1.1 | 3.4 | 0.6 | 3.1 | -11.9 | -3.3
COC(=O)C1=C(C(=O)OC)C2(OC1c1cccc(F)c1)C(=O)c1ccccc1C2=O (stereo not drawn) | 3.5 | 4.5 | 8.1 | 3.5 | -8.1 | -0.9 | 2.5 | 1.4 | 3.8 | -7.6 | 0.8
O=C1CN(C(=O)c2cccc(S(=O)(=O)N3CCCC3)c2)c2ccccc2N1 | -2.3 | -2.1 | -6.2 | 5.5 | -16.4 | 1.8 | -0.5 | 0.7 | -11.4 | -4.2 | 3.0
O=C(N/N=C/c1cccnc1)c1ccc(CN2c3cccc4cccc(c34)S2(=O)=O)cc1 | -5.1 | -0.5 | 22.2 | 2.1 | -6.0 | 0.1 | 0.9 | -0.3 | -12.1 | -11.8 | -1.1
COc1ccc(-c2c(-c3cc(OC)cc(OC)c3)n(C)c3ccc(-c4ccc(OC)nc4)cc23)cc1 | 0.1 | -4.6 | -2.0 | -1.1 | 0.1 | 0.7 | 1.4 | 2.1 | -1.5 | 6.5 | -3.0
CC(C)C[C@H](NC(=O)C1CC(=O)N(c2ccc3c(c2)OCO3)C1)C(=O)NCc1ccco1 (stereo partly drawn) | 1.1 | 9.9 | -10.1 | -1.1 | -1.7 | -0.8 | 0.6 | 0.8 | 3.1 | 4.2 | -0.8
COc1ccc(CCN2C(=O)CC(NCCc3ccc(S(N)(=O)=O)cc3)C2=O)cc1OC (stereo not drawn) | -6.1 | -27.8 | -14.6 | 7.8 | -8.9 | -1.7 | 0.8 | 0.4 | -9.9 | -8.3 | -0.5
CC(C)(C)OC(=O)NCC1CCN(S(=O)(=O)Cc2ccccc2)CC1 | -1.0 | 119.6 | -2.9 | 0.7 | -2.5 | 0.5 | 1.0 | 0.5 | 4.0 | -3.2 | -0.6
Cc1ccc(OCc2n[nH]c(=S)n2-c2ccccc2)cc1 | 0.8 | · | -1.1 | -3.0 | 8.3 | 1.6 | 2.7 | 3.7 | 0.9 | 1.7 | 2.7

Retrieved one by one from above, two records:
SMILES | CDK5 inh | Mot1-301 SUMO | Tat transport | HTR5A ag ctr | HTR5A inv ctr | E coli growth | phage Ecoli inh | AddAB inh | PKA-R2B activ | PKA-R1A act | DAGLB inhibitor
Cc1ccc(OCc2n[nH]c(=S)n2-c2ccccc2)cc1 | 0.8 | · | -1.1 | -3.0 | 8.3 | 1.6 | 2.7 | 3.7 | 0.9 | 1.7 | 2.7
CC(C)Sc1nnc(-c2c[nH]c3ccccc23)n1C | -0.3 | 28.0 | -4.2 | 0.0 | 0.0 | -0.6 | 2.8 | 0.9 | 4.2 | -19.7 | 0.8
